Assay outcomes from PubChem.
NCI-60 one-dose screen, 48 h, at 10 µM unless noted. Numbers give growth in % (100 = growth as untreated, 0 = no growth, -100 = all killed).
UACC-62 = UACC-62 melanoma; AID 1794756; 81,000 compounds, 5.4% hits; active = growth percent below 10
* hit, by the source's call; & = joins results of further samples; [ ] = another dose, or the depositor's remark.

SMILES	UACC-62
CCCCN1C(=O)C(CC(=O)O)N=C(c2cccc(O)c2)c2ccccc21 (stereo not drawn)	100[30 µM]
O=C1NC(=O)C(CCC(=O)c2cccc3ccccc23)C(=O)N1	45&77[100 µM]
CCOC(=O)C1C(c2ccccc2)C2(C#N)C(=N)OC1(C)C2(C#N)C#N (stereo not drawn)	-92*[100 µM]
CCN1CC2(COC)C(O)CC(OC)C34C5CC6(O)C(OC)C=C(C5C6OC(=O)c5ccc(OC)c(OC)c5)C(C(OC)C23)C14 (stereo not drawn)	97&87[7.5 µM]
C=C1C(=O)OC2CCN3CC=C(COC(=O)C(C)(O)C4(CO4)C1C)C23 (stereo not drawn)	77&93[100 µM]
C/C=C1/CN2CCC34c5ccccc5N(C)C23C2CC1C4(C(=O)OC)C(OC(C)=O)O2 (stereo not drawn)	66&62[100 µM]
CC1CCC2(NC1)OC1CC3C4CCC5CC(OC6OC(CO)C(OC7OC(CO)C(O)C(OC8OCC(O)C(O)C8O)C7OC7OC(CO)C(O)C(O)C7O)C(O)C6O)CCC5(C)C4CCC3(C)C1C2C (stereo not drawn)	-86*[100 µM]
NC(=O)CN1C(=O)CN=C(c2cccc(O)c2)c2ccccc21	94[30 µM]
O=C(O)CCC1N=C(c2cccc(O)c2)c2ccccc2NC1=O (stereo not drawn)	88[30 µM]
O=C(O)CC1N=C(c2ccc(O)cc2)c2cc(Cl)ccc2N(CC2CC2)C1=O (stereo not drawn)	92[30 µM]
NC(=O)CN1C(=O)CN=C(c2cccc(O)c2)c2ccc(Cl)cc21	89[30 µM]

Retrieved by compound from the list above:
SMILES	UACC-62
CCOC(=O)C1C(c2ccccc2)C2(C#N)C(=N)OC1(C)C2(C#N)C#N (stereo not drawn)	-92*[100 µM]
O=C(O)CCC1N=C(c2cccc(O)c2)c2ccccc2NC1=O (stereo not drawn)	88[30 µM]
NC(=O)CN1C(=O)CN=C(c2cccc(O)c2)c2ccc(Cl)cc21	89[30 µM]
CC1CCC2(NC1)OC1CC3C4CCC5CC(OC6OC(CO)C(OC7OC(CO)C(O)C(OC8OCC(O)C(O)C8O)C7OC7OC(CO)C(O)C(O)C7O)C(O)C6O)CCC5(C)C4CCC3(C)C1C2C (stereo not drawn)	-86*[100 µM]

Not all compounds are listed; the hit share may differ from the screen's.
